Screening results deposited in PubChem BioAssay by National Center for Advancing Translational Sciences (NCATS).
4-MU autofl: compounds fluorescent in 4-MU spectral region; compound autofluorescence, 340/450 nm, 4-MU equivalents; stronger effect = higher value; max dye-equivalent concentration, M; 59,000 compounds, 11% hits; in the data active = max dye-equivalent concentration above about 10 nM; inconclusive = mostly about 1.1 nM to 9.6 nM
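Intrinsic fluorescence at 340/450 nm (ex/em) was read after 15 min at room temperature in pH 8.0, 100 mM Tris. Each compound concentration expressed as 4-MU-equivalent concentration from a six-point 4-MU standard series on each plate.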
UbGFP stabilizer: ubiquitin-GFP accumulation via proteasome inhibition; Ubiquitin-GFP reporter cells, proteasome inhibition, GFP fluorescence; response scale: untreated = 0%, 10 µM MG-132 = 100%; AID 526; Potency, µM (doses to about 45.9 µM), for inactives: top-dose activation (GFP accumulation), most hits filed as activators; 67,000 tested, under 10 active; active = well fitted activation curve with a large enough effect, not every such curve was filed as active; inconclusive = small, poorly fitted or top-dose-only effect, or another doubt; inactive = no such curve, though single readings can be large or run the other way; note: potency is the fitted concentration of half-maximal effect
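Reporter cells (U2OS, ubiquitin-G76V-GFP fusion) are plated overnight, then treated 4 hr at 37 °C with compound titrations from 46 uM down to 2.9 nM. Activity is scaled against untreated cells and 10 uM MG-132.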
Caspase-1 inhib: caspase-1 (human) inhibition, allosteric or competitive. Potency, µM (titrated, usually from 57.5 µM), for inactives: top-dose activity change, negative = inhibition, most hits filed as inhibitors. P29466. AID 900. Caspase-1 enzyme, Ac-WEHD-AFC fluorogenic rate. 75,000 compounds, 0.03% hits;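 note: potency is the fitted concentration of half-maximal effect; plate controls were vehicle for no effect and no substrate for full effect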
Target sequence (P29466 120-297 limits assumed): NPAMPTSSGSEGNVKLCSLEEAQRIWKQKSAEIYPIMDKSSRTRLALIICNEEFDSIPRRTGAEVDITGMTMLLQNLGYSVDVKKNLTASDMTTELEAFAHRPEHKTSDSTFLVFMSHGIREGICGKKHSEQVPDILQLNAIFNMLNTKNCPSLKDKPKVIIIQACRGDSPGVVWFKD
Target sequence (P29466 317-404 limits assumed): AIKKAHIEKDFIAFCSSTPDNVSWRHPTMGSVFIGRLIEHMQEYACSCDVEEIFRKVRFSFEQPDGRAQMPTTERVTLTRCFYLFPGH
Fluorescein fluor: compound fluoresces in the fluorescein spectral region; Compound autofluorescence, 480/540 nm, fluorescein-equivalent; stronger effect = higher value; max fluorescein-equivalent concentration, M; 59,000 compounds, 0.91% hits; AID 593; in the data active = max fluorescein-equivalent concentration above about 10 nM; inconclusive = between about 1.1 nM and that limit
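Fluorescein stocks ranging 3 mM down to 300 nM, plus DMSO blanks, were pinned alongside compounds to build a per-plate standard curve. Buffer: 100 mM Tris, pH 8.0. Incubation 15 min, room temperature; filters 480/540 nm.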
USP2a inhib: blocks human ubiquitin-specific protease USP2a | O75604 | USP2a enzymatic assay, qHTS inhibition | Potency, µM (series often up to 38.3 µM), for the others: at the top dose activity change, negative = inhibition, usual class: inhibitors | 60,000 compounds, 0.1% hits;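 note: potency is the fitted concentration of half-maximal effect; nearly all actives have a fitted effect of over 60% in size; plate controls were DMSO for no effect and NEM full inhibition control for full effect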
Target sequence (O75604 whole entry, looked up): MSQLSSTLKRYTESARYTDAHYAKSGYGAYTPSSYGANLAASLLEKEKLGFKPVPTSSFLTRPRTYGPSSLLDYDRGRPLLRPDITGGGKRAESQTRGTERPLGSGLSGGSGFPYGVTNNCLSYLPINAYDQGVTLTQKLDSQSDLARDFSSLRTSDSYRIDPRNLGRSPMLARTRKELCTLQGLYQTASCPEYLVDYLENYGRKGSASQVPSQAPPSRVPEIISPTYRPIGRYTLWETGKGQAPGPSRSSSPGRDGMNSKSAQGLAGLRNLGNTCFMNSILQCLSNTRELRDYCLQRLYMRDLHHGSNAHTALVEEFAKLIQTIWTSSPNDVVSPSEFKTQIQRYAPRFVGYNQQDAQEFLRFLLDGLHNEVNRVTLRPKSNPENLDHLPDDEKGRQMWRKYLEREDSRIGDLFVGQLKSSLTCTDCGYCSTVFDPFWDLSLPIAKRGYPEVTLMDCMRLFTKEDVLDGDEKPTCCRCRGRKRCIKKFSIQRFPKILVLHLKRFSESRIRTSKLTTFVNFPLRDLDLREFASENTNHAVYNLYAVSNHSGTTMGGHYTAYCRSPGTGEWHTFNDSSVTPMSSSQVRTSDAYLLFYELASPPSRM
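Coupled readout: USP2-cleaved Ub-PLA2 (20nM final) turns over NBD C6-HPC (20uM final), Ex 460nm/Em 535nm after 2.5 h, time-zero read flagging artifacts. Enzyme (20nM final, pH 8.0 Tris) given 30 min RT with compound first; NEM defines full inhibition.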
Casp7 inh: caspase-7 (human) inhibition, allosteric or competitive; recombinant caspase-7, Ac-DEVD-AFC fluorescence rate; 75,000 compounds, 0.02% hits; P55210; Potency, µM (highest dose often 57.5 µM), for inactives: at the top dose activity change, negative = inhibition, usual class: inhibitors; AID 889; active = well fitted inhibition curve with a large enough effect in the main read-out, with a control signal flat, not every such curve was filed as active; inconclusive = small, poorly fitted or top-dose-only effect, or a change in a side signal; note: potency is the fitted concentration of half-maximal effect; % of control where 0% means no effect
BRCT inh green: inhibitors of human BRCA1 BRCT-phosphoprotein interaction (green fluorophore); BRCA1 BRCT-phosphopeptide binding, green fluorescence polarization; Potency, µM (doses to about 76.9 µM), inactives show at the top dose activity change, negative = inhibition, actives largely listed as inhibitors; 75,000 compounds, 0.05% hits; P38398;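 note: potency is the fitted concentration of half-maximal effect; plate controls were peptide without protein for full effect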
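Fluorescence polarization: His-tagged BRCT (~35 kDa BRCA1 C-terminus, 250 nM) bound to 100 nM fluorescein-labeled phosphorylated 10-aa BACH1 peptide, pH 7.3 phosphate buffer with DTT and Tween 20. Compounds incubated 12 min at room temperature; inhibition read as lowered polarization.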
GFP derepression: epigenetic GFP locus derepression in mouse cells | Potency, µM (top dose mostly 46.1 µM), inactives show at the highest dose GFP derepression (activation) | 68,000 compounds, 0.09% hits | mouse C127i GFP locus derepression, cytometry, 30 h; note: % of control where 0% means no effect
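Murine C127i mammary cells carrying a silenced, stably integrated CMV-driven GFP reporter were treated with compound for 30 hours at 37 C. After PBS washes, GFP-positive cells were counted by laser-scanning microplate cytometry.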
HEK293 cAMP cs: counter-screen for TSHR agonists: cAMP increase in parental HEK293; 73,000 compounds, 2.5% hits; parental HEK293 CNG cAMP sensor, membrane potential fluorescence; Potency, µM (series often up to 57.1 µM), for inactives: at the top dose activation, most hits filed as activators; note: potency is the fitted concentration of half-maximal effect; % of control where 0% means no effect; nearly all actives have a fitted effect of over 55% in size
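Parental HEK 293 cells stably expressing a modified CNG channel (no TSHR) report cAMP rise as membrane depolarization. Membrane potential dye with 100 uM RO 20-1724 was loaded for 60 min at room temperature, then compound added for 30 min; fluorescence read at 590 nm.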
A350 autofl: compound fluoresces in the Alexa 350 spectral region. Compound autofluorescence, 340/450 nm, Alexa 350 dye-equivalents; stronger effect = higher value. max dye-equivalent concentration, M. 59,000 compounds, 11% hits. AID 590; in the data active = max dye-equivalent concentration above about 10 nM; inconclusive = mostly about 1.1 nM to 9.6 nM
BRCT inh red: inhibitors of human BRCA1 BRCT-phosphoprotein interaction (red fluorophore); 75,000 compounds, 0.03% hits; BRCT-phosphopeptide binding, red fluorescence polarization; Potency, µM (titrated, usually from 76.9 µM), inactives show top-dose activity change, negative = inhibition, most hits filed as inhibitors; P38398; note: % is set by controls: 0 for no effect and ±100 for the full control effect
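Fluorescence polarization: 100 nM His-tagged BRCA1 BRCT with 100 nM TAMRA-labelled phospho-BACH1 decapeptide, phosphate buffer pH 7.3 with 150 mM NaCl, DTT, 0.01% Tween 20; 12 min RT. Binding inhibition seen as FP decrease.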
* = called active by the depositor; i = inactive; ? = inconclusive; · = not tested or not shown; [ ] = dose if it differs, or a comment. Unless noted, calls come from the whole dose curve; as a rule, active = well fitted curve in the direction sought with a large enough effect; inconclusive = small, poorly fitted or top-dose-only effect, or another doubt; inactive = no such curve, though single readings can be large; an effect the other way counts as inactive or inconclusive. A portion of the library. The share of hits here may be higher or lower than overall.

SMILES,USP2a inhib,4-MU autofl,GFP derepression,Caspase-1 inhib,BRCT inh green,Fluorescein fluor,A350 autofl,Casp7 inh,UbGFP stabilizer,HEK293 cAMP cs,BRCT inh red
Cc1cc(C)c(OCC(=O)Nc2cccc(O)c2)cc1C,10%,i,-3%,0%,0.9%,?,i,1%,-2%,20%,1.1%
O=C(COc1ccccc1)NCC(c1cccs1)N1CCOCC1 (stereo not drawn),2%,i,1%,-1%,1.3%,i,i,0%,-4%,?,2.1%
O=C1C(c2ccccn2)=[N+]([O-])c2ccccc21,·,·,-1%,?,-1.7%,·,·,-26%,0%,5%,0.5%
COCCn1c(=O)c(CCc2ccccc2)nc2cnc(N3CCN(C)CC3)nc21,23%,2.7e-08M*,8%[9.22 µM],?,-0.8%,i,2.9e-08M*,?,-6%,?,-0.4%
CC1=C(C(=O)NCCN2CCN(C)CC2)C2(CCC(C)CC2)OC1=O (stereo not drawn),-4%,i,2%,2%,-0.6%,i,i,2%,-2%,5%,-1.3%
O=C(c1cccs1)N1CCN(S(=O)(=O)N2CCOCC2)CC1,2%,i,0%,1%,-0.5%,?,i,0%,6%,3%,0.2%
C=C(Cl)COc1ccc2c(CC)cc(=O)oc2c1,·,·,·,-4%,0.9%,·,·,-3%,·,?,0.9%
COc1ccccc1NC(=O)CCC(=O)O,-6%,i,-2%,1%,-0.5%,i,i,-2%,-3%,8%,0.1%
CCCC(=O)Nc1ccc(NC(=O)c2cccs2)cn1,-2%,i,0%,0%,-0.8%,i,i,1%,8%,-2%,-0.7%
O=C1c2ccccc2CC[C@H]1CNCCc1ccc(O)cc1,·,·,-1%,-1%,-3.2%,·,·,-2%,-1%,21%,-1.0%
COc1cc(C(=O)Nc2ccncc2)cc(OC)c1OC,-6%,i,0%,-1%,-2.4%,?,?,·,1%,-2%,-1.4%
O=S1(=O)CC(NCc2ccccc2)C(Nc2ccccc2)C1 (stereo not drawn),-1%,i,-3%,1%,-2.0%,i,i,-1%,-8%,12%,-0.7%
CC(C)OP(=O)(c1ccc(N(C)C)cc1)C(O)c1c(Cl)cccc1Cl (stereo not drawn),15%,i,-2%,-2%,2.1%,?,i,-1%,·,20%,-0.6%
CC1(C)Oc2ccc(NC(=O)C3COc4ccccc4O3)cc2O1 (stereo not drawn),23%,i,-1%,0%,-1.9%,?,?,-4%,6%,21%,0.3%
Nc1cc(CN2C(=O)c3ccccc3C2=O)cc(Cl)c1O,16%,i,0%,3%,3.0%,i,i,-1%,4%,-2%,0.0%
CCC1(C)Cc2c(sc3nc(NC)n(C)c(=O)c23)CO1 (stereo not drawn),1%,1.8e-08M*,-2%,-2%,-1.5%,i,?,2%,4%,-5%,-0.6%
CC(Cc1ccc(O)c(O)c1)(NN)C(=O)O (stereo not drawn),1%,·,·,1%,-4.0%,·,·,-1%,·,·,0.6%
COc1ccccc1-c1cc(C(=O)Nc2cc(C)nn2-c2ccccc2)no1,10%,i,-1%,1%,-1.9%,i,i,-2%,6%,14%,-1.4%
Cc1ccc2c(c1)cc(CN(Cc1ccco1)S(=O)(=O)c1ccccc1)c1nnnn12,130%[activator],i,5%,-2%,-4.6%,i,i,-5%,-3%,25%,-1.3%
Cc1nc2ccc(F)cc2cc1C(=O)NC(C)C,9%,i,-2%,-2%,0.5%,?,i,-1%,2%,-1%,-1.5%

Copied from the results shown for reference:
SMILES,USP2a inhib,4-MU autofl,GFP derepression,Caspase-1 inhib,BRCT inh green,Fluorescein fluor,A350 autofl,Casp7 inh,UbGFP stabilizer,HEK293 cAMP cs,BRCT inh red
CC1(C)Oc2ccc(NC(=O)C3COc4ccccc4O3)cc2O1 (stereo not drawn),23%,i,-1%,0%,-1.9%,?,?,-4%,6%,21%,0.3%
Nc1cc(CN2C(=O)c3ccccc3C2=O)cc(Cl)c1O,16%,i,0%,3%,3.0%,i,i,-1%,4%,-2%,0.0%
CCC1(C)Cc2c(sc3nc(NC)n(C)c(=O)c23)CO1 (stereo not drawn),1%,1.8e-08M*,-2%,-2%,-1.5%,i,?,2%,4%,-5%,-0.6%
CC(Cc1ccc(O)c(O)c1)(NN)C(=O)O (stereo not drawn),1%,·,·,1%,-4.0%,·,·,-1%,·,·,0.6%
COc1ccccc1-c1cc(C(=O)Nc2cc(C)nn2-c2ccccc2)no1,10%,i,-1%,1%,-1.9%,i,i,-2%,6%,14%,-1.4%
Cc1ccc2c(c1)cc(CN(Cc1ccco1)S(=O)(=O)c1ccccc1)c1nnnn12,130%[activator],i,5%,-2%,-4.6%,i,i,-5%,-3%,25%,-1.3%

Other entries follow:
SMILES,USP2a inhib,4-MU autofl,GFP derepression,Caspase-1 inhib,BRCT inh green,Fluorescein fluor,A350 autofl,Casp7 inh,UbGFP stabilizer,HEK293 cAMP cs,BRCT inh red
CN(C)c1ccc(C(CC(=O)O)NC(=O)c2ccc(Cl)cc2)cc1 (stereo not drawn),-4%,i,-1%,-1%,-5.0%,i,i,-1%,13%,12%,-2.6%
CCn1c(SCC(=O)NCc2ccc(C)cc2)nnc1-c1ccncc1,5%,i,3%,1%,-1.5%,i,?,0%,-17%,-1%,-0.6%
Cc1nc2ccccn2c1/C(O)=C1\C(=O)C(=O)N(CCCN(C)C)C1c1ccc(F)cc1 (stereo not drawn),·,·,-2%,2%,-0.7%,·,·,-3%,5%,?,-0.6%
O=c1cc(N2CCOCC2)[nH]c(=O)n1-c1ccc(Br)cc1,·,·,·,-1%,-1.6%,·,·,1%,-2%,7%,0.3%
O=C(OCC(=O)N1CCN(c2ccccc2)CC1)C1=COCCO1,-5%,i,1%,2%,-2.0%,?,i,-1%,-2%,-2%,0.9%
CC1(C)CC(=O)C2=C(C1)Oc1ncn3nc(-c4cccnc4)nc3c1C2c1ccccc1 (stereo not drawn),8%,i,-3%,1%,-1.5%,i,i,0%,10%,?,0.2%
CC(C)CNc1cc(=O)n(C)c(=O)n1C,-3%,i,-3%,0%,0.0%,i,i,0%,-3%,5%,-0.5%
CCOC(=O)C1CCN(C(=O)CC(NS(=O)(=O)c2ccc(OC)cc2)C(C)C)CC1 (stereo not drawn),7%,?,-1%,-1%,-0.7%,i,?,0%,1%,0%,-1.3%
C=CCC1C=CC(Oc2ccc(F)cc2C)C(CO)O1 (stereo not drawn),·,·,·,-1%[11.5 µM],-0.6%[15.4 µM],·,·,-1%[11.5 µM],·,1%[11.4 µM],-2.8%[15.4 µM]
O=C(CSc1nnc2scc(-c3ccccc3)n12)NCc1ccco1,6%,i,0%,1%,-1.3%,?,i,1%,-2%,1%,-1.1%
COc1ccccc1NC(=O)Cn1c(CN2CCCCC2)nc2ccccc2c1=O,·,i,0%,-2%,-0.4%,i,i,3%,2%,?,0.3%
CCc1nnc(NC(=O)C2CCCN2C(=O)Nc2ccccc2OC)s1 (stereo not drawn),·,i,4%,1%,-0.6%,i,i,-1%,0%,0%,0.4%
COc1ccc(C)cc1NC(=O)COCC(=O)O,-6%,i,1%,2%,-1.9%,?,i,4%,-14%,20%,-0.7%
O=C(Nc1ncnc2c1CCC2)C12CC3CC(CC(C3)C1)C2,7%,i,-2%,-2%,-2.1%,?,i,-1%,·,?,-0.6%
CCCNC(=O)CC1Sc2ccccc2NC1=O (stereo not drawn),-3%,i,2%,-1%,1.5%,i,i,-1%,-8%,-2%,-0.5%
O=C(CSc1nnc(CN2CCOCC2)n1-c1ccccc1)N1CCc2ccccc21,9%,i,0%,-1%,-8.2%,i,i,0%,1%,-49%[inhibitor],-1.8%
CN(C)c1ccc(NC(=O)CN2CCN(S(=O)(=O)c3cc(Cl)ccc3Cl)CC2)cc1,11%,i,4%,-1%,2.1%,i,i,-5%,11%,4%[2.29 µM],-0.9%
CCn1cc(S(=O)(=O)CC(=O)Nc2ccc(C)cc2)c2ccccc21,4%,i,0%,0%,-0.8%,i,i,1%,4%,5%,0.9%
CCCCOc1ccc(CSc2ncn[nH]2)cc1,5%,i,0%,0%,1.1%,i,i,-3%,3%,6%,0.9%
O=c1c2ccccc2nc(-c2ccccc2)n1Cc1ccco1,·,i,-1%,-1%,-1.5%,?,i,-1%,-1%,?,-0.6%
COCCn1c(Sc2nc(C)cs2)nc2c1c(=O)[nH]c(=O)n2C,-7%,i,2%,-1%,-0.9%,?,i,-1%,·,-6%,1.4%
COC1CCC(C(=O)c2ccc3nc4c(cc3c2)CCCO4)CC1 (stereo not drawn),·,·,·,-1%,2.2%,·,·,1%,·,20%,-0.8%
COc1ccc(CC(=O)Nc2nccs2)cc1OC,3%,i,2%,-4%,-1.8%,i,i,-2%,-1%,10%,0.1%
